ERG-DNA inh = ERG Ets/DNA interaction inhibition; P11308; Potency, µM (doses to about 76.9 µM), for the others: at the top dose FP activity, negative = inhibition, hits mostly inhibitors; AID 624246; fluorescence polarization, His-ERG Ets domain / labelled DNA; 370,000 tested, 0.028% active; active = well fitted inhibition curve with a large enough effect in the polarisation, with a control signal flat; inconclusive = small, poorly fitted or top-dose-only effect, or effect the other way, or a change in a side signal; inactive = no such curve, though single readings can be large or run the other way; the % refers to the polarisation;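 also: polarization taken with two DNA probes labelled with fluorescein and Texas red; potency is read from the fitted curve at half-maximal effect; % of control where 0% means no effect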
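His-tagged ERG Ets domain (1 uM in the protein solution; 300mM KCl, 50mM Tris-HCl, 1mM EDTA, 1mM DTT, pH 7.5) received compound, then a probe mix of 5 nM fluorescein-DNA and 100nM Texas-615-DNA. Fluorescence polarization was read for both dyes.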
RGS4 inh = blocks human RGS4-accelerated GTP hydrolysis; P49798; 390,000 tested, 0.039% active; Potency, µM (titrated, usually from 114 µM), for the others: at the highest dose activity change, negative = inhibition, actives largely listed as inhibitors; Transcreener GDP fluorescence polarization, RGS4-accelerated GTP hydrolysis; also: potency is read from the fitted curve at half-maximal effect; % is scaled to controls: 0 for no effect and ±100 for the full control effect; nearly all actives have a fitted effect of over 75% in size; some results filed as inactive show a strong effect at the top dose
Target sequence (P49798 whole entry, looked up): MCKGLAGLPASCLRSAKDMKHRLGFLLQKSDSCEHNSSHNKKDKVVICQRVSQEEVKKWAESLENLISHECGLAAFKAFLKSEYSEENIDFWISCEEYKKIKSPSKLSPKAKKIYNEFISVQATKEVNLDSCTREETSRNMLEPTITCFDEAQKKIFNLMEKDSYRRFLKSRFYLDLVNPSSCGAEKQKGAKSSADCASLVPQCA
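MLSMR compounds (23 nl, pin-transferred) preincubated 10 min at room temperature with a 500nM (2x) first reagent, then RGS4 at 900nM (2x) plus Transcreener GDP mix added; fluorescence polarization (620/688 nm) read before and after 90 min at 30 °C.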
POLK inh = inhibitors of human DNA polymerase kappa. Q9UBT6. purified Pol kappa, fluorescent DNA synthesis assay, 10 min. Potency, µM (top dose mostly 107 µM), for inactives: top-dose activity, negative = inhibition, usual class: inhibitors. 400,000 tested, 0.53% active; also: potency is read from the fitted curve at half-maximal effect; % is scaled to controls: 0 for no effect and ±100 for the full control effect
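First, compounds were pin-transferred onto 10 nM Pol kappa. After 15 min at room temperature, substrate was added to 50 nM final. Fluorescence was then measured kinetically at 0 and 10 min.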
APEX1 inh = inhibitors of human APE1 endonuclease | P27695 | recombinant APE1, TAMRA/BHQ-2 abasic DNA cleavage fluorescence | Potency, µM (titrated, usually from 65.8 µM), without a hit: at the highest dose activity change, negative = inhibition, actives largely listed as inhibitors | 350,000 tested, 0.35% active;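 also: potency is read from the fitted curve at half-maximal effect; plate controls were vehicle for no effect and reference inhibitor for full effect; nearly all actives have a fitted effect of over 55% in size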
Target sequence (P27695 whole entry, looked up): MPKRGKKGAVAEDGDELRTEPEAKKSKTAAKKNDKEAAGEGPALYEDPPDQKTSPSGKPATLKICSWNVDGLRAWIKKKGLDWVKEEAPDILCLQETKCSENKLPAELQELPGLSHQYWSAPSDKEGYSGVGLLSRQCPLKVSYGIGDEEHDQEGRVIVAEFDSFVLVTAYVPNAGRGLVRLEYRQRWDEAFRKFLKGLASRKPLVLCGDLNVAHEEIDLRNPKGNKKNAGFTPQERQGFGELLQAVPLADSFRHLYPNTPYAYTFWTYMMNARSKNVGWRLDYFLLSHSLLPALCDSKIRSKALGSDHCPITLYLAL
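Step 1: APE1 (0.75 nM) with compound, 15 min RT. Step 2: add 50 nM fluorophore/quencher THF duplex. Step 3: three fluorescence reads 60 s apart (525/598 nm); read 3 minus read 1 = reaction progress.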
POLB inh = inhibitors of human DNA polymerase beta; P06746; AID 485314; Pol beta primer extension/strand displacement, fluorescence kinetic; Potency, µM (titrated, usually from 114 µM), inactives show top-dose activity change, negative = inhibition, usual class: inhibitors; 340,000 tested, 1.3% active; also: potency is read from the fitted curve at half-maximal effect; % is scaled to controls: 0 for no effect and ±100 for the full control effect
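Reaction started by 50 nM substrate onto compound-treated Pol beta (10 nM, 15 min preincubation, room temperature); plates read at 0 min and 10 min. Normalized concentration-effect data fitted by four-parameter Hill equation.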
12-LOX inh = inhibitors of human 12S-lipoxygenase ALOX12; P18054; purified 12hLO, xylenol orange hydroperoxide absorbance; Potency, µM (series often up to 108 µM), for the others: top-dose activity change, negative = inhibition, actives largely listed as inhibitors; 580,000 tested, 1.1% active; also: potency is read from the fitted curve at half-maximal effect; % is scaled to controls: 0 for no effect and ±100 for the full control effect
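Hydroperoxide product was detected by ferrous iron/xylenol orange as the 573 to 405 nm absorbance ratio. Arachidonic acid at 40 uM (final) was turned over for 30 min at room temperature by 150 nM human 12hLO, pH 7.0 Hepes buffer, after 15 min compound preincubation.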
POLH inh = DNA polymerase eta (human) inhibition. 390,000 tested, 1.2% active. recombinant Pol eta, fluorescent DNA replication assay. Potency, µM (series often up to 114 µM), inactives show top-dose activity change, negative = inhibition, most hits filed as inhibitors. Q9Y253; also: potency is read from the fitted curve at half-maximal effect; % is scaled to controls: 0 for no effect and ±100 for the full control effect
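Fluorescent replication assay: 50 nM final substrate added after a 15 min room-temperature compound preincubation with 10 nM enzyme. Signal taken at 0 min and again at 10 min.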
Anesthetic bind = binds horse apoferritin like a general anesthetic. AID 485281. 350,000 tested, 0.074% active. apoferritin/1-aminoanthracene competitive binding, fluorescence. Potency, µM (titrated, usually from 77.5 µM), inactives show at the highest dose activity change, negative = displacement, hits mostly inhibitors. P02791; also: potency is read from the fitted curve at half-maximal effect; % is scaled to controls: 0 for no effect and ±100 for the full control effect; nearly all actives have a fitted effect of over 20% in size
Target sequence (P02791 2-175 limits assumed): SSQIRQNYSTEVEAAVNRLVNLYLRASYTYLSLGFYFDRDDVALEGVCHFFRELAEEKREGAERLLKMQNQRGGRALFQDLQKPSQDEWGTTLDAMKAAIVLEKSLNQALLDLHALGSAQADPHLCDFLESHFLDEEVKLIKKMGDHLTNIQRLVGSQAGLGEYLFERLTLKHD
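Concentration-response curves derived by four-parameter Hill fitting of normalized fluorescence, where compounds displaced 1-AMA from 10 uM horse apoferritin following a brief 10 min room-temperature incubation; propofol titration acted as positive control.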
LDHA block = inhibitors of human lactate dehydrogenase A; purified LDHA, NADH/diaphorase-resazurin fluorescence; active compounds read low; activity change, % (values are at about 110 or 230 µM); 480,000 tested, 0.15% active; AID 1347041; in the data active = activity change below about -30%; inconclusive = mostly about -25% to -30%;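 also: plate controls were DMSO wells for no effect and wells without enzyme for full effect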
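Resorufin fluorescence (ex540/em590), read at 0 and 20 min after diaphorase/resazurin addition, reports the NADH left after a 5 min room-temperature reaction of 2 nM human LDH5 with 0.06 mM NADH and 0.2 mM pyruvate.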
* hit, by the source's call; ? = inconclusive; / = not tested or not shown; & = joins results of further samples; [ ] = another dose, or the depositor's remark. Unless noted, calls follow the shape of the dose curve; as a rule, active = well fitted curve in the direction sought with a large enough effect; inconclusive = small, poorly fitted or top-dose-only effect, or another doubt; inactive = no such curve, though single readings can be large; an effect the other way counts as inactive or inconclusive. Not all compounds are listed. The share of hits here may be higher or lower than overall.

SMILES	ERG-DNA inh	RGS4 inh	POLK inh	APEX1 inh	POLB inh	12-LOX inh	POLH inh	Anesthetic bind	LDHA block
NC(=O)COC(=O)c1cccc(S(=O)(=O)N2CCCCC2)c1	-6.4%	25.1%	14.2%	1.0%	0.4%	-2.9%	2.2%	-6.5%	-6.7
CCc1cccc(C)c1Nc1c(-c2ccc(N(C)C)cc2)nc2ncccn12	12.7%	?	8.9%	/	-0.6%	?	/	?	-1.2
CCOC(=O)C1=C(N)Oc2cc(O)ccc2C1c1ccc(C)cc1 (centres undefined)	9.6%	-6.8%	-7.1%	-9.1%	6.4%	?	-14.6%	-10.5%	-3.4&-14.3
CC(C)c1ccc(NC(=O)C2CCN(C(=O)c3ccc(F)cc3)CC2)cc1	4.2%	6.0%	-7.2%	/	4.0%	?	-22.6%	-8.0%	-6.6
c1cc2c(cc1C1=Nn3c(nnc3C3CCCCC3)SC1)OCO2	0.5%	14.8%	-13.6%	11.8%	8.1%	0.0%	6.5%	-9.7%	0.0
COc1ccc(/C=C/C(=O)Nc2ccc(-n3nncc3-c3ccccc3)cc2)cc1OC	0.8%	-24.1%	0.6%	?	1.4%	8.7%	-16.0%	9.6%	-0.2
Cc1ccc(NC(=O)c2ccc(C(=O)c3ccccc3)cc2)nc1	-5.5%	-6.5%	-29.0%	33.0%	/	13.8%	-14.8%	/	-6.7
CCCCCCCCNS(=O)(=O)CCNCc1ccco1	5.9%	-16.8%	-1.4%	/	/	1.2%	-21.7%	/	1.3
COc1cc2nc(NC(=O)c3ccc(Cl)cc3)sc(=O)c2cc1OC	-5.7%	-33.4%	-4.6%	-12.0%	3.2%	0.0%	?	5.8%	-5.1
O=C(CN1CCCCCCC1)Nc1cccc(Cl)c1Cl	20.0%	-0.5%	7.1%	-1.6%	3.9%	-4.6%	-23.0%	-10.6%	-1.3
O=C(Nc1nnc(CC(c2ccccc2)c2ccccc2)s1)c1ccco1	6.5%	9.2%	1.9%	-5.7%	1.4%	0.0%	-9.7%	-6.2%	-3.7
Cn1cc(C(=O)C(=O)N2CCOCC2)c2ccccc21	-7.5%	28.1%	-16.0%	9.3%	8.2%	-16.9%	11.9%	-2.0%	-3.5
CSc1nnc(NC(=O)c2ccc(C)c(S(=O)(=O)N3CCOCC3)c2)s1	-1.6%	1.3%	1.4%	1.7%	10.7%	64.3%[activator]	-5.3%	-2.5%	-4.2
CCOc1ccc(NC(=O)CN(C)C(=O)c2cc(S(=O)(=O)N3CCCCC3)ccc2Cl)cc1OCC	6.0%	14.6%	-8.0%	-2.2%	/	10.0%	-3.4%	/	-8.0
O=S(=O)(c1ccc(NC(=S)N/N=C/c2cccc(Oc3ccccc3)c2)cc1)N1CCOCC1	-5.4%	4.9%	-16.2%	-2.3%	-22.3%	?	-9.4%	?	-7.2
O=C(Oc1cccc2c(=O)[nH]ccc12)c1ccccc1	-5.4%	20.9%	-3.0%	-2.1%	22.4%	-2.5%	-8.6%	-3.1%	3.9
COc1ccccc1Nc1ncnc2c1c(C)c(C)n2CCCN(C)C	2.0%	14.5%	-4.4%	61.4%[activator]	2.7%	0.0%	-9.2%	-2.0%	-7.5
Cc1oc(-c2cccs2)nc1CN1CCC(c2ccccc2)CC1	0.0%	-10.7%	4.7%	2.5%	?	0.0%	-18.1%	-21.5%	-1.3
c1ccc(Cn2nnnc2C(c2ccccc2)N2CCN(c3nc4ccccc4s3)CC2)cc1 (centres undefined)	9.1%	-9.1%	-5.4%	27.1%	37.3%	0.0%	-25.1%	-9.6%	-3.3
Cc1cc(OCC(=O)OCC(=O)Nc2cccnc2Cl)ccc1Cl	1.3%	-15.9%	-16.5%	0.3%	/	1.6%	-23.5%	/	-2.9
CCOc1ccc2nc(NC(=O)CSc3cn[nH]n3)sc2c1	2.6%	-13.7%	-7.1%	-11.1%	51.0%	?	-4.7%	1.6%	-8.9
Cc1cccc(NC(=O)c2ccc(CN3CCN(Cc4ccccc4)CC3)cc2)c1	-2.0%	-20.5%	0.4%	18.7%	3.6%	-3.9%	-16.7%	-9.2%	-4.3
COc1ccc(NC(=O)CC2C(=O)N(C)C(=S)N2Cc2ccncc2)cc1 (centres undefined)	-4.2%	-31.6%	-8.8%	2.9%	-10.4%	-2.3%	-19.8%	-8.8%	-0.3
COc1cc(/C=N/N=C2/C(=O)Nc3ccccc32)cc(OC)c1O	11.7%	-41.9%	-29.7%	-0.2%	-6.5%	-29.8%	?	-3.8%	29.1
COCC(=O)Nc1c(C(=O)Nc2ccc(C)cc2)oc2ccccc12	-0.6%	14.9%	-4.6%	/	29.5%	-17.0%	-16.4%	-16.5%	-3.1

Later entries
SMILES	ERG-DNA inh	RGS4 inh	POLK inh	APEX1 inh	POLB inh	12-LOX inh	POLH inh	Anesthetic bind	LDHA block
O=C1c2ccccc2C(=O)N1CCCCN(C(=O)c1ccc([N+](=O)[O-])cc1)c1ccc(Cl)cc1	-2.3%	-24.4%	-23.8%	-5.9%	32.9%	0.0%	-14.8%	?	-5.5
O=C(Cc1ccccc1)N1CCC(c2nc3ccccc3[nH]2)CC1	3.8%	-8.0%	-8.5%	-1.2%	1.5%	15.1%	-11.4%	-10.9%	-1.2
CCCCN(C(=O)CN1C(=O)C2CCCCC2C1=O)c1c(N)n(CCC)c(=O)[nH]c1=O (centres undefined)	-15.8%	10.0%	3.5%	43.4%[activator]	/	-26.7%	-18.9%	/	-2.5
CCOC(=O)C(C)(C)N(Cc1cccc(C)c1)S(=O)(=O)c1ccc(Cl)c([N+](=O)[O-])c1	4.7%	-16.6%	-6.3%	8.3%	-13.4%	-1.6%	-23.5%	-2.7%	9.5
CCCCC(=O)Nc1cc(OCC)c(NC(=O)c2ccccc2[N+](=O)[O-])cc1OCC	/	-8.3%	-1.8%	0.2%	23.1%	4.2%[57.4 µM]	-8.4%	-10.0%	-9.1
COc1cc(-c2noc(C)c2C#CC2(N)CCCCC2)cc(OC)c1OC	-0.3%	5.0%	-7.7%&-24.6%	-2.7%	1.2%	-0.9%	-8.5%	-16.1%	0.0
COc1ccccc1CNC(=O)COC(=O)/C=C/c1cccs1	-8.8%	-8.5%	-8.7%	7.2%	-0.3%	2.6%	-19.3%	5.1%	-4.1
CN(C)CC(O)COc1cccc(OCC(O)CN(C)C)c1 (centres undefined)	16.0%	-36.0%	-5.2%	7.3%	7.4%	0.0%	-9.6%	-6.7%	-7.5
Cc1cc(C(=O)Nc2ccc(F)cc2C)n(-c2ccccc2)n1	15.0%	11.2%	2.9%	-0.4%	?	2.0%	-16.5%	-1.2%	-1.0
COc1ccc(N=C/C=C2\C=C(c3ccccc3)OC(C)(C)O2)cc1	1.0%	-25.4%	-9.7%	-4.6%	-0.3%	-40.1%	-19.8%	-12.4%	7.6
CCOC(=O)c1c(NC(C)=O)sc2c(O)cccc12	4.4%	9.6%	-7.5%	-0.6%	-1.5%	-0.2%	-14.2%	-3.7%	0.0
CCCCNC(=O)C1CCCN1C(=O)NC1CCCCC1 (centres undefined)	-0.2%	-4.8%	-9.0%	-8.3%	23.6%	0.0%	-1.9%	-9.8%	-9.9
CCOC(=O)C1(C(=O)OCC)C(C(=O)c2ccccc2)C1c1ccccc1 (centres undefined)	-10.6%	3.8%	-20.3%	/	/	19.8%	-15.1%	/	-6.8
CN(C)C=Nc1c(C(=O)c2ccccc2)sc2nccc(N(C)C)c12	2.7%	23.2%	-5.5%	11.8%	27.5%	-13.9%	5.6%	59.9%[activator]	-8.1
CC1CC(C)CN(C(=O)c2ccncc2)C1 (centres undefined)	1.0%	?	-2.1%	-2.1%	0.0%	-13.0%	3.4%	-22.7%	-7.0
CC1CCCC(NC(=O)COC(=O)c2ccc3ncsc3c2)C1C (centres undefined)	14.6%	-23.8%	6.9%	-1.7%	/	197.1%[activator]	-7.7%	/	0.8
O=C(O)c1cccnc1SCc1cn2cc(Cl)ccc2n1	-4.0%	14.7%	-16.0%	18.6%	64.2%	-10.5%	-13.1%	2.2%	-2.5
CC1CCN(CCCCOc2ccc(C(=O)c3ccccc3)cc2)CC1	7.4%	-8.9%[11.4 µM]	-0.3%	20.9%	6.0%	-7.5%	0.6%	-20.1%	-11.5
CC(C)OCCCNC(=O)c1cn(C)c2ccc(S(=O)(=O)N3CCCCCC3)cc2c1=O	6.6%	-1.7%	3.2%	/	4.4%	4.7%	-13.1%	16.4%	-1.7

Whole records from above. Values in the order: ERG-DNA inh | RGS4 inh | POLK inh | APEX1 inh | POLB inh | 12-LOX inh | POLH inh | Anesthetic bind | LDHA block
CC1CC(C)CN(C(=O)c2ccncc2)C1 (centres undefined) in the list: 1.0% | ? | -2.1% | -2.1% | 0.0% | -13.0% | 3.4% | -22.7% | -7.0
COc1cc(-c2noc(C)c2C#CC2(N)CCCCC2)cc(OC)c1OC in the list: -0.3% | 5.0% | -7.7%&-24.6% | -2.7% | 1.2% | -0.9% | -8.5% | -16.1% | 0.0
CCOC(=O)c1c(NC(C)=O)sc2c(O)cccc12 in the list: 4.4% | 9.6% | -7.5% | -0.6% | -1.5% | -0.2% | -14.2% | -3.7% | 0.0
O=C1c2ccccc2C(=O)N1CCCCN(C(=O)c1ccc([N+](=O)[O-])cc1)c1ccc(Cl)cc1 in the list: -2.3% | -24.4% | -23.8% | -5.9% | 32.9% | 0.0% | -14.8% | ? | -5.5
